Pol kappa inh: DNA polymerase kappa (human) inhibition | hit rate 0.53% among 400,000 | Potency, µM (highest dose often 107 µM), for inactives: top-dose activity, negative = inhibition, actives largely listed as inhibitors | purified Pol kappa, fluorescent DNA synthesis assay, 10 min | AID 588579; further: on the % scale 0 is the no-effect control and ±100 the full control effect
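First, compounds were pin-transferred onto 10 nM Pol kappa. After 15 min at room temperature, substrate was added to 50 nM final. Fluorescence was then measured kinetically at 0 and 10 min.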
POLH inh: blocks human DNA polymerase eta activity; hit rate 1.2% among 390,000; recombinant Pol eta, fluorescent DNA replication assay; Potency, µM (doses to about 114 µM), for the others: at the top dose activity change, negative = inhibition, actives largely listed as inhibitors; AID 588591; further: on the % scale 0 is the no-effect control and ±100 the full control effect
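Fluorescent replication assay: 50 nM final substrate added after a 15 min room-temperature compound preincubation with 10 nM enzyme. Signal taken at 0 min and again at 10 min.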
JMJD2A Tudor: blocks the human JMJD2A Tudor domain | O75164 | Potency, µM (top dose mostly 114 µM), for inactives: at the highest dose activity change, negative = inhibition, most hits filed as inhibitors | hit rate 4.4% among 390,000 | AID 504339 | AlphaScreen JMJD2A-Tudor / H3K4me3 peptide binding; further: on the % scale 0 is the no-effect control and ±100 the full control effect; nearly all actives have a fitted effect of over 50% in size
POLI inh: inhibitors of human DNA polymerase iota. AID 588590. Q9UNA4. Potency, µM (highest dose often 115 µM), without a hit: top-dose activity, negative = inhibition, most hits filed as inhibitors. Pol iota fluorescent replication assay, 10 min. hit rate 1% among 390,000
Target sequence (Q9UNA4 whole entry, looked up): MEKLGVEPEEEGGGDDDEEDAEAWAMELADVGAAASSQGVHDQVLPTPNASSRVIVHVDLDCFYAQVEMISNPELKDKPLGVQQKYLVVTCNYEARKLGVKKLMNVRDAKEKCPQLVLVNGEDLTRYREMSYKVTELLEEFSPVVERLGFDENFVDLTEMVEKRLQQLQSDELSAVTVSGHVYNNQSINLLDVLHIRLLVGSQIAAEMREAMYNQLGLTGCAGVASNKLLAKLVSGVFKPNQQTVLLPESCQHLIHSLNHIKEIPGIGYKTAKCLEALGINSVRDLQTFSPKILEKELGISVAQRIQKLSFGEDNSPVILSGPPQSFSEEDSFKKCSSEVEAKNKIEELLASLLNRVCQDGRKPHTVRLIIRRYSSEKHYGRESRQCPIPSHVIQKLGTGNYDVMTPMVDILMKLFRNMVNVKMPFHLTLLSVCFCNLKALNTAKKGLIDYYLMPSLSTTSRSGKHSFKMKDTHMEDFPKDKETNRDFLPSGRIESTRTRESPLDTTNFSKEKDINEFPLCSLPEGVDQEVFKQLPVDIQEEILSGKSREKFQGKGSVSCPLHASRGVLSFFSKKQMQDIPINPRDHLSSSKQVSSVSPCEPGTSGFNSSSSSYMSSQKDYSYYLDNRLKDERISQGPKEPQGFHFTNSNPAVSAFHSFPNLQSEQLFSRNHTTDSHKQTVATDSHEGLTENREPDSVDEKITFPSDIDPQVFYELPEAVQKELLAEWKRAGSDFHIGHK
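Fluorescent replication assay read twice, at 0 min and 10 min after adding 50 nM (final) substrate. Enzyme (10 nM) and compounds were first incubated 15 min at room temperature; enzyme-free buffer wells were negative controls.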
* = called active by the depositor; ? = inconclusive; / = no result given; [ ] = another dose, or the depositor's remark. The call rests on the fitted dose curve; in most records, active means well fitted curve in the direction sought with a large enough effect; inconclusive means small, poorly fitted or top-dose-only effect, or another doubt; inactive means no such curve, though single readings can be large; an effect the other way counts as inactive or inconclusive. Potency means the concentration at half of the fitted maximal effect. A portion of the library; rates above refer to the full screens.

The line under a structure holds: Pol kappa inh, POLH inh, JMJD2A Tudor, POLI inh
1	CC1(C)OC(=O)C2(Cc3ccccc3N3CCC(c4ccccc4)CC32)C(=O)O1 (stereo not drawn)
→ 5%, /, -9%[57.1 µM], -11%
2	NS(=O)(=O)Nc1cccc2cccnc12
→ -7%, /, -23%, -13%
3	O=S(=O)(Nc1cccc2ccccc12)c1ccc2ccccc2c1
→ ?, /, 79µM*, ?
4	O=C(COC(=O)CNC(=O)C1CCCCC1)NC1CC1
→ 1%, /, -6%[57.1 µM], -2%
5	CN(CCCN(Cc1ccc(Cl)cc1)c1ccc(Br)cn1)C(=S)NCCCc1cnc[nH]1
→ -9%, /, 56µM*, ?
6	COc1ccc2c(c1OC)C(=O)N1c3ccccc3C(=O)N(Cc3ccco3)C21 (stereo not drawn)
→ 4%, /, -28%, -3%
7	COc1cc([N+](=O)[O-])c2ncccc2c1
→ -8%, /, -19%, 28%
8	Cc1sc2ncn(/N=C/c3cn(-c4ccccc4)nc3-c3ccccc3)c(=O)c2c1C
→ -15%, /, -22%, -9%
9	CC(=O)c1ccc(S(=O)(=O)N2CCN(c3nc(-c4cccs4)nc4ccccc34)CC2)cc1
→ 12%, /, -17%, 42%[activator]
10	Cn1cnc2c(NCc3ccccc3)nc(Cl)nc21
→ -5%, /, -5%, 9%
11	O=C(Nc1nnc(-c2ccccc2)s1)C1CCCN(C(=O)c2ccoc2)C1 (stereo not drawn)
→ -7%, /, -33%, 4%
12	COc1ccc(C2NC(c3ccc4c(c3)OCO4)=CC(c3ccccc3O)N2)cc1OC (stereo not drawn)
→ 3%, /, -20%[57.1 µM], -18%
13	CCOc1ccccc1N1C(=O)c2ccccc2N/C1=C\N1CCN(C(=O)c2ccco2)CC1
→ 6%, /, -13%, 24%
14	Cc1cccc2cc(CN(Cc3ccccc3)Cc3nnnn3Cc3ccccc3)c(=O)[nH]c12
→ -8%, /, -22%[57.1 µM], 39%[activator]
15	O=S(=O)(c1ccc(OC(F)(F)F)cc1)N1CCN(c2nc(-c3ccccc3)nc3ccccc23)CC1
→ -77%, /, -8%, ?
16	COc1ccc(-c2sc(N)nc2-c2ccccc2)cc1
→ 2%, /, ?, -20%
17	Cc1cccc(-c2nn(-c3ccccc3)cc2CNCCO)c1
→ -18%, /, 10µM*, -13%
18	O=C(CNC(=O)C1CCCCC1)OCC(=O)c1ccc2c(c1)CCC2
→ -11%, /, -5%[57.1 µM], 70%[activator]
19	O=C(NCCCc1cnc[nH]1)NCCCN(Cc1ccc(Cl)cc1)c1ccc(Br)cn1
→ -10%, /, 45µM*, ?
20	Cc1ccc(-c2nc3ccccn3c2Nc2ccccc2C)o1
→ -21%, /, ?, 8%

Some of these compounds in order of their number in JMJD2A Tudor, highest first.
no. | SMILES | JMJD2A Tudor
3 | O=S(=O)(Nc1cccc2ccccc12)c1ccc2ccccc2c1 | 79µM*
5 | CN(CCCN(Cc1ccc(Cl)cc1)c1ccc(Br)cn1)C(=S)NCCCc1cnc[nH]1 | 56µM*
19 | O=C(NCCCc1cnc[nH]1)NCCCN(Cc1ccc(Cl)cc1)c1ccc(Br)cn1 | 45µM*
17 | Cc1cccc(-c2nn(-c3ccccc3)cc2CNCCO)c1 | 10µM*

Part of the list above, reformatted.
cpd	SMILES	Pol kappa inh	POLH inh	JMJD2A Tudor	POLI inh
5	CN(CCCN(Cc1ccc(Cl)cc1)c1ccc(Br)cn1)C(=S)NCCCc1cnc[nH]1	-9%	/	56µM*	?
6	COc1ccc2c(c1OC)C(=O)N1c3ccccc3C(=O)N(Cc3ccco3)C21 (stereo not drawn)	4%	/	-28%	-3%

With a hit mark in JMJD2A Tudor, among the entries above:
The line under a structure holds: Pol kappa inh, POLH inh, JMJD2A Tudor, POLI inh
3	O=S(=O)(Nc1cccc2ccccc12)c1ccc2ccccc2c1
→ ?, /, 79µM*, ?
5	CN(CCCN(Cc1ccc(Cl)cc1)c1ccc(Br)cn1)C(=S)NCCCc1cnc[nH]1
→ -9%, /, 56µM*, ?
17	Cc1cccc(-c2nn(-c3ccccc3)cc2CNCCO)c1
→ -18%, /, 10µM*, -13%
19	O=C(NCCCc1cnc[nH]1)NCCCN(Cc1ccc(Cl)cc1)c1ccc(Br)cn1
→ -10%, /, 45µM*, ?

Later entries.
Short keys: A = Pol kappa inh; B = POLH inh; C = JMJD2A Tudor; D = POLI inh
#21 CC1CCCCN1C(=O)COC(=O)c1ccc(S(C)(=O)=O)c([N+](=O)[O-])c1 (stereo not drawn)
  A: -8%	B: /	C: ?	D: ?
#22 Cc1ccc(Nc2nc(NCc3ccco3)nc3nccnc23)cc1
  A: -7%	B: /	C: -7%	D: 8%
#23 CC(C)(C)C(=O)OCCNc1nc(-c2cccs2)nc2ccccc12
  A: -3%	B: /	C: -9%	D: 13%
#24 CCCN1CNc2c(c(=O)[nH]c(=S)n2CCc2cc(Cl)cc(Cl)c2)C1
  A: -2%	B: /	C: -27%	D: -2%
#25 O=S(=O)(c1ccccc1C(F)(F)F)N1CCN(c2nc(-c3cccs3)nc3ccccc23)CC1
  A: 10%	B: /	C: -11%	D: ?
#26 O=C1c2ccccc2NC(c2ccc(OCc3ccccc3)c(OCc3ccccc3)c2)N1Cc1ccco1 (stereo not drawn)
  A: -17%	B: /	C: -17%[57.1 µM]	D: 9%
#27 Cc1ccc(S(=O)(=O)c2cnc(-c3ccccc3)[nH]c2=O)cc1
  A: -2%	B: /	C: -6%	D: 36%[activator]
#28 O=S(=O)(c1ccc(F)cc1)N1CCN(c2nc(-c3cccs3)nc3cc(Cl)ccc23)CC1
  A: 18%	B: /	C: -2%	D: 12%
#29 CCc1ccc2[nH]c(=O)c(CN(Cc3ccccc3)Cc3nnnn3Cc3ccccc3)cc2c1
  A: 0%	B: /	C: -33%[57.1 µM]	D: 43%[activator]
#30 Oc1ccc(Br)cc1C1C=C(c2ccc3c(c2)OCO3)NC(c2c(F)cccc2Cl)N1 (stereo not drawn)
  A: -10%	B: /	C: ?	D: ?
#31 CCCN1CNc2c(c(=O)[nH]c(=S)n2CCc2cccc(C)c2C)C1
  A: 3%	B: /	C: -7%	D: 15%
#32 COc1ccc(Nc2c(-c3ccc(C)o3)nc3ccccn23)cc1
  A: -9%	B: /	C: ?	D: 8%
#33 CCC(C)C(N)C1=NC(C(=O)N[C@@H](CC(C)C)C(=O)N[C@H](CCC(=O)O)C(=O)N[C@H](C(=O)N[C@H]2CCCCNC(=O)[C@H](CC(N)=O)NC(=O)[C@@H](CC(=O)O)NC(=O)[C@H](Cc3cnc[nH]3)NC(=O)[C@@H](Cc3ccccc3)NC(=O)[C@H]([C@@H](C)CC)NC(=O)[C@@H](CCCN)NC2=O)[C@@H](C)CC)CS1 (stereo partly drawn)
  A: ?	B: -1%	C: -30%	D: /
